AmpC detergent: blocks E. coli AmpC beta-lactamase in detergent assay; P00811; AmpC hydrolysis of nitrocefin, absorbance 480 nm, 0.01% Triton; Potency, µM (doses to about 114 µM), inactives show top-dose activity change, negative = inhibition, actives largely listed as inhibitors; 370,000 compounds, 0.041% hits; AID 485294;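 further: potency means the concentration at half of the fitted maximal effect; 0% = no-compound wells and -100% = no-enzyme wells; nearly all actives have a fitted effect of over 25% in size; some results filed as inactive show a strong effect at the top dose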
Target sequence (P00811 whole entry, looked up): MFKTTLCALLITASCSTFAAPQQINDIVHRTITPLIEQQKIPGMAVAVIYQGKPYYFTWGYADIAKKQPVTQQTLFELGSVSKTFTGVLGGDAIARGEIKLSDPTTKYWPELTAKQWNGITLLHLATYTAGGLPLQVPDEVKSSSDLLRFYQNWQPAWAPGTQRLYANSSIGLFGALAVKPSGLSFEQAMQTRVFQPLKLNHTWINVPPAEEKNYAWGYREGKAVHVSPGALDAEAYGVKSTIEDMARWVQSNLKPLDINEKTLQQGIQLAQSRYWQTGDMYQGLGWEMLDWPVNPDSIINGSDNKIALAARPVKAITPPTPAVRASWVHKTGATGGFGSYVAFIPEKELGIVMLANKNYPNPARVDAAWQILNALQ
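20 mM phosphate pH 7.0 + 0.01% (detergent screen) or 0.0001% Triton X-100; 5.3 nM AmpC reagent; cpd preinc 15 min RT; nitrocefin (800 uM stock) to start; A480 q20 s × 4 min; Activity was normalised to no-enzyme and no-compound control wells.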
AmpC no deterg: AmpC beta-lactamase inhibition without detergent. P00811. AmpC nitrocefin hydrolysis, absorbance 480 nm, 0.0001% Triton. Potency, µM (highest dose often 57.1 µM), without a hit: at the highest dose activity change, negative = inhibition, usual class: inhibitors. 330,000 compounds, 0.52% hits;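 further: potency means the concentration at half of the fitted maximal effect; plate controls were no compound for no effect and no enzyme for full effect; nearly all actives have a fitted effect of over 20% in size; some results filed as inactive show a strong effect at the top dose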
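AmpC (5.3 nM in the dispensed reagent) in 20 mM phosphate pH 7.0 with 0.01% (detergent screen) or 0.0001% Triton X-100 was preincubated with compounds for 15 min at room temperature. Nitrocefin was then added from an 800 uM solution, and hydrolysis was followed at 480 nm.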
Sm TGR inh: S. mansoni TGR enzyme inhibition; 360,000 compounds, 3% hits; Q962Y6; purified TGR, DTNB reduction, TNB absorbance 405 nm; AID 485364; Potency, µM (series often up to 114 µM), without a hit: top-dose activity change, negative = inhibition, actives largely listed as inhibitors; further: potency means the concentration at half of the fitted maximal effect; nearly all actives have a fitted effect of over 60% in size
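TGR 20 nM + NADPH 100 uM (dispensed conc.), cpd preinc 15 min RT; start with NADPH (500 uM addition) then DTNB (15 mM addition). Kinetic TNB absorbance, 405 nm filter. Four-parameter Hill fit across titration.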
LmPK inh: blocks Leishmania mexicana pyruvate kinase activity; Q27686; purified LmPK, Kinase-Glo ATP luminescence, 1 h; 290,000 compounds, 0.37% hits; Potency, µM (series often up to 57.5 µM), inactives show at the highest dose activity change, negative = inhibition, hits mostly inhibitors; further: potency means the concentration at half of the fitted maximal effect
Target sequence (Q27686 whole entry, looked up): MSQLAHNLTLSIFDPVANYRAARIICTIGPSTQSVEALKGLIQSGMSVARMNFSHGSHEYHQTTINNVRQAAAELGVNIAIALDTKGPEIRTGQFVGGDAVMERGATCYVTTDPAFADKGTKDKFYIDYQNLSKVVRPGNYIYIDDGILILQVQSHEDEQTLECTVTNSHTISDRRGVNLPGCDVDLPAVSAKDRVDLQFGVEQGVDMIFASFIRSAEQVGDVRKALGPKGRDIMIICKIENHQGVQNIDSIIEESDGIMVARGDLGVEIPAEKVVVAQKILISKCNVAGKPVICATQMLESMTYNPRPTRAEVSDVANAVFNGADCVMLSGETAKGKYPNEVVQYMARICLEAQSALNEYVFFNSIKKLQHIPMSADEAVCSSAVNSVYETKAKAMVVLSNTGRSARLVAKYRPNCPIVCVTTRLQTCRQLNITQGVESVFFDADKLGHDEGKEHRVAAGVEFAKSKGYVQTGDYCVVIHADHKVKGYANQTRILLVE
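Purified LmPK (0.1 nM) with 0.5 mM PEP and 0.1 mM ADP in imidazole buffer pH 7.2 with MgCl2/KCl, 1 h at room temperature. ATP formed was read by luciferase luminescence and normalized to no-enzyme and uninhibited controls.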
TbPYK inhibitor: T. brucei pyruvate kinase inhibition; Potency, µM (highest dose often 76.8 µM), for the others: at the top dose activity, negative = inhibition, actives largely listed as inhibitors; AID 624173; 410,000 compounds, 0.12% hits; TbPYK enzyme, Kinase-Glo Plus ATP luminescence, 45 min; Q57TT1; further: potency means the concentration at half of the fitted maximal effect; nearly all actives have a fitted effect of over 50% in size
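Readout: single end-point luminescence (Kinase-Glo Plus, 10 min). Reaction conditions were TbPYK/substrate plus 130 uM ADP, 45 min at RT, pH 7.2 TEA buffer. No-enzyme wells served as controls, and data were normalized before concentration-response fitting.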
AMA1 RON2 block: inhibitors of Plasmodium falciparum AMA1-RON2 interaction; AlphaScreen AMA1-biotinylated RON2 peptide binding; Potency, µM (doses to about 58.2 µM), for inactives: top-dose activity change, negative = inhibition, actives largely listed as inhibitors; 360,000 compounds, 0.2% hits;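 further: potency means the concentration at half of the fitted maximal effect; 0% = vehicle wells and -100% = peptide control; nearly all actives have a fitted effect of over 45% in size; some results filed as inactive show a strong effect at the top dose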
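AMA1 (3D7) with his tag at 25 nM final met compounds first, then biotinylated RON2 peptide at 25 nM; detection used donor plus acceptor beads, 10 µg/mL apiece, read by AlphaScreen after 30 min at room temperature.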
HCMV antiviral: human cytomegalovirus inhibition. 410,000 compounds, 4.5% hits. AID 1259415. activity change, negative = inhibition, % at 57.5 µM. HFF cells, HCMV-luciferase reporter, 72 h; stronger effect = lower value; in the data active means activity change below about -60%; inconclusive means no clear call, values can overlap the other calls; inactive means above about -39%
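Screen run at 2 compound doses on HFFs infected with reporter HCMV, MOI 1 PFU/cell. Luciferase activity from cell lysates at 72 h post infection gave inhibition relative to buffer-only and Salinomycin wells.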
* marks the source's active call; other numbers are inactive results; ? = inconclusive; . = not tested or not shown; [ ] = another dose, or the depositor's remark. Unless noted, the call rests on the fitted dose curve; in most records, active means well fitted curve in the direction sought with a large enough effect; inconclusive means small, poorly fitted or top-dose-only effect, or another doubt; inactive means no such curve, though single readings can be large; an effect the other way counts as inactive or inconclusive. Unless noted, on the % scale 0 is the no-effect control and ±100 the full control effect.

Structure	AmpC detergent	AmpC no deterg	Sm TGR inh	LmPK inh	TbPYK inhibitor	AMA1 RON2 block	HCMV antiviral
COc1ccccc1-n1cc(CN2CCN(CC(C)C)C(CCO)C2)cn1 (stereo not given)	1%	0%	-7%	3%	-10%	2%	55
Nc1ncnc2c1ncn2CCOc1ccccc1	?	-40%	-2%	-4%	-3%	0%	38
CCOc1ccc(NCCC(O)c2ccc(F)cc2)cc1 (stereo not given)	1%	15%	-21%	-3%	-4%	-24%	0
COc1ccc(NC(=O)C2CCCN(c3nccc(C)n3)C2)cc1 (stereo not given)	3%	-16%	8%	-1%	0%	-9%	48
Cc1ccc(CN2C(=O)c3ccccc3C2c2nnnn2-c2c(C)cccc2C)cc1 (stereo not given)	.	.	.	.	1%	0%	-20
CC1Cc2ccccc2N1C(=O)COC(=O)Cn1nnc(-c2ccccc2)n1 (stereo not given)	-10%	19%	?	2%	-8%	-1%	-12
N#CCC(=O)NC1CCC(CC2CCC(NC(=O)CC#N)CC2)CC1 (stereo not given)	-2%	10%	9%	0%	-3%	-7%	-6
Cc1ccccc1NC(=O)C1CCN(S(=O)(=O)c2cccs2)CC1	-10%	-20%	-2%	-1%	2%	1%	-32
Cc1cnc(NC(=O)C2CC=CCC2)s1 (stereo not given)	-4%	-20%	-13%	-6%	2%	13%	-30
CC1CCN(c2nn3c(=O)c(C(=O)NCCCOC(C)C)cnc3s2)CC1	0%	.	10%	.	-7%	.	12
O=C(COc1ccccc1Br)NCc1ccccn1	-2%	1%	1%	0%	-1%	51%[activator]	20
O=Cc1ccc(OC(=O)c2cccnc2)cc1	-14%	-15%	-14%	-4%	-19%	1%	3
C=CCOc1c2ccc(C(=O)NC3CCCc4ccccc43)cc2nn1C (stereo not given)	0%	-27%	4%	0%	1%	6%	-22
Cc1cc(Nc2nc3ccccc3c3nnc(C)n23)ccc1Br	1%	.	9%	.	-3%	.	-5
CN1CCc2c(sc3c2c(=O)n(-c2cccc(Cl)c2)c2nncn32)C1	.	.	.	.	?	0%	-16
CCN(c1ccc(NC(=O)c2ccc(N3CCCC3=O)cc2)cc1)C(C)C	-20%	-6%	5%	.	-11%	-15%	-70*
Cc1ccc2c(NC(=S)NC(=O)c3ccccc3)cccc2n1	-6%	-15%	?	-6%	-2%	35%[activator]	143
CCOC(=O)c1ccc(NC(=O)CS(=O)(=O)Cc2nc(-c3ccc(C)cc3)oc2C)cc1	-4%	.	-29%	.	-4%	.	-23
CCNC(=O)C1(C)CCCN(Cc2csc(-c3ccc(Cl)cc3)n2)C1 (stereo not given)	.	.	.	.	-2%	4%	33
NC(=O)CSc1ncnc2c1nnn2Cc1ccc(F)cc1	?	58%	-7%	-1%	-1%	11%	-15
O=C1CCCCC/C1=N/Nc1ccc(OCc2ccccc2)cc1	-9%	-27%	-24%	0%	-7%	-2%	27
COCCn1c(SCC(=O)Nc2nnc(C)s2)nnc1-c1ccncc1	4%	3%	4%	-7%	0%	-9%	-3
CCOC(=O)[C@H]1[C@H]2COc3ccc(Cl)cc3[C@@H]2N2C(=O)c3ccccc3NC(=O)[C@@]12C	3%	-18%	5%	.	2%	-6%	-70*
CC(/C=N/NC(=O)c1nnn(-c2nonc2N)c1CN1CCCCC1)c1ccccc1 (stereo not given)	.	.	.	.	-7%	102%[activator]	-17
CCOC(=O)N1CCN(C(c2cccnc2)c2ccc3cccnc3c2O)CC1 (stereo not given)	4%	25%	0.32µM*	25%	147%[activator]	-20%	-23
CCCc1nc2oc3c(OCC)ncnc3c2c2c1COC(C)(C)C2	-2%	-11%	-7%	7%	2%	-2%	10
COCCCNC(=O)c1ccc2nc(CCc3ccccc3)oc2c1	12%	.	8%	.	-1%	.	4
CCOC(=O)c1cc(-c2ccc3c(c2)OCCO3)nc2c1c(C)nn2CCC#N	-2%	78%[activator]	45%[activator]	0%	-5%	41%[activator]	-39
Cc1c(C(=O)O)sc(S(=O)(=O)N2CCNCC2)c1C(=O)O	-7%	-6%	-13%	4%	.	.	0
Cc1ccc2c(c1)NC(=O)C(CC(=O)NCCCN1CCN(C3CCCCC3)CC1)O2 (stereo not given)	-1%	?	18%	-1%	.	.	.

Record cards, from the list above. Order of screens: AmpC detergent	AmpC no deterg	Sm TGR inh	LmPK inh	TbPYK inhibitor	AMA1 RON2 block	HCMV antiviral
CCOc1ccc(NCCC(O)c2ccc(F)cc2)cc1 (stereo not given) reads 1%	15%	-21%	-3%	-4%	-24%	0
Cc1ccc(CN2C(=O)c3ccccc3C2c2nnnn2-c2c(C)cccc2C)cc1 (stereo not given) reads .	.	.	.	1%	0%	-20

Continuation:
Structure	AmpC detergent	AmpC no deterg	Sm TGR inh	LmPK inh	TbPYK inhibitor	AMA1 RON2 block	HCMV antiviral
CN(C(=O)c1cccc(NC(=O)Cc2ccc(NC(=O)C3CCCN(C(=O)C4CCCC4)C3)cc2)c1)C1CCC1 (stereo not given)	.	.	.	.	4%	-22%	41
O=C(NC1CCCCC1)c1cc([N+](=O)[O-])ccc1N1CCCCC1	-10%	-11%	1%	5%	-8%	-21%	-14
O=C(c1cc(-c2cccs2)nc2ccccc12)N1CCN(S(=O)(=O)c2ccccc2)CC1	-4%	0%	2%	-2%	-7%	-1%	15
O=C(N/N=C/c1ccc([N+](=O)[O-])cc1)c1ccc(NS(=O)(=O)c2cccs2)cc1	?	-26%	-3%	.	-3%	-7%	-2
O=C(Oc1ccc(=O)n(-c2ccccc2)n1)c1ccc(F)cc1	1%	-5%	16%	3%	8%	10%	1
COc1ccc(NC(=O)CSc2nc3sc4c(c3c(=O)n2-c2ccc(OC)cc2)CCN(C)C4)cc1	-11%	172%[activator]	6%	8%	2%	-15%	8
Cc1cccc(/C=N/NC(=O)c2ccc(Br)cc2)c1	-9%	-37%	-2%	-5%	-15%	7%	-17
COc1ccc(-n2[nH]c(C)cc2=O)cc1	-13%	-5%	31%	-2%	-3%	-7%	31
CCN(C(=O)C1CC1)C1CCS(=O)(=O)C1 (stereo not given)	-12%	-10%	-8%	.	-5%	7%	-9
COc1cc2c(cc1OC)C(COc1ccc3c(C)cc(=O)oc3c1)N(C(=O)C(C)C)CC2 (stereo not given)	7%	.	-1%	.	-4%	.	28
COc1cc(S(=O)(=O)n2ccnc2)ccc1Br	0%	-1%	3%	-10%[11.5 µM]	-6%	-11%	148
Cc1ccc(N(CC(=O)NCc2ccc(OC(C)C)cc2)S(=O)(=O)N(C)C)cc1	4%	.	5%	.	0%	.	-4
CC(C)OC(=O)CN1C(=O)C(C)(C)Oc2ccc(C(=O)NC(C)(C)C)cc21	-3%	14%	2%	-2%	-10%	-3%	-21
C#CCOC(=O)c1ccccc1C(=O)n1nnc2ccccc21	?	-15%	-44%	8%	0%	-5%	39
O=C(Nc1ccccc1)OCc1ccccn1	-15%	9%	4%	-4%	-2%	3%	6
CC1Cc2cc(C(=O)O)ccc2O1 (stereo not given)	-18%	-15%	-17%	0%	-3%	1%	-6
COc1ccc(OC)c(S(=O)(=O)CC(O)CS(=O)(=O)c2ccccc2)c1 (stereo not given)	-13%	-11%	0%	-3%	-1%	-10%	-4
Cc1c(Cl)cccc1NC(=O)c1ccccc1-c1ccccc1C(=O)O	-15%	-26%	-5%	-1%	3%	1%	-1
COC(=O)CC/C(O)=C1\C(=O)CC(C)(C)CC1=NCCc1nc2ccccc2[nH]1	4%	2%	11%	14%	0%	2%	?
CC1CCCCN1CCNC(=O)c1cc2c(=O)n(C)c3ccccc3c2n1C (stereo not given)	-8%	56%	-25%	0%	-7%	-1%	53
O=c1c2ccccc2nc2c3ccccc3c3nncn3n12	?	-14%	-3%	-6%	4%	2%	?
O=C(c1ccco1)N1CCC(N2CCN(c3ccccc3)CC2)CC1	2%	-5%	?	-1%	20%	?	-6
O=C(C1CC1)N1CCc2cc(S(=O)(=O)NCCC3=CCCCC3)ccc21	?	-20%	-3%	0%	-1%	-2%	-20
O=C(Nc1cccc2ncccc12)c1ccc(-c2ccc(Br)cc2)o1	6%	17%	1%	4%	2%	-8%	18
CC(C)(C)c1ccc(C(=O)NC(=S)NNC(=O)COc2ccccc2)cc1	-4%	-37%	-17%	-8%	-10%	127%[activator]	86
COC(=O)Cc1c(C)c2ccc3c(c2oc1=O)CN(Cc1ccc(C)cc1)CO3	9%	.	18%	.	3%	.	-2
CCN(C(=O)COC(=O)Cn1c(=O)oc2ccccc21)c1c(N)n(Cc2ccccc2)c(=O)[nH]c1=O	.	.	.	.	2%	-12%	-5
COc1cc(C2=NOC(C(=O)N3CCOCC3)C2)cc(OC)c1OC (stereo not given)	-9%	-2%	0%	-1%	7%	-7%	-15
COCCOC(=O)c1c(NC(=O)CNC2CCCc3ccccc32)sc(C(N)=O)c1C (stereo not given)	-1%	-29%	5%	0%	-6%	93%[activator]	-14
NC(=O)c1ccc2nc(NC(=O)c3ccc(N)cc3)sc2c1	1%	-20%	-5%	6%	-2%	11%	54
CCCCC1OC2(C)OC(=N)C1(C#N)C(C#N)(C#N)C2c1ccccc1 (stereo not given)	-7%	-26%	-34%	6%	1%	-16%	-21
CC(C)(C)C(=O)Nc1ccc(S(=O)(=O)N2CCCC2)cc1	10%	-3%	15%	-1%	-2%	-6%	18
Cn1c2ccccc2c2c(C(=O)N3CCN(C(=O)c4ccco4)CC3)cn(C3CCCCC3)c(=O)c21	?	103%[activator]	-25%	3%	-1%	14%	2
CC(C(=O)O)N(C(=O)c1ccccc1)c1ccc(F)cc1 (stereo not given)	-1%	-6%	8%	0%	-2%	1%	-35
COc1ccc(CCNC(=O)Cn2c(-c3nonc3N)nc3ccccc32)cc1OC	?	-19%	-1%	-4%	4%	2%	1
c1ccc2nc(NN=C3CCCCC3)ccc2c1	.	.	.	.	-7%	6%	78

Screening results from PubChem.
